Hsp70 act = Hsp70 transcriptional activation, primary screen; HeLa Hsp70 promoter luciferase reporter, luminescence; scaled: vehicle 0, proteasome-inhibitor control 100%; activation, % at 10 µM; 200,000 compounds, 0.04% hits;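 active means activation above the mean across all tested compounds plus 3 SD, cutoff set per campaign, cut at about 5.5% in these data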;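 further: 100% = MG132 at 30 µM as the positive control and 0% = DMSO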
STAT1 act = increases IFN-gamma driven STAT1 reporter signal | activation (% of control), % at 5.5 µM | NIH 3T3 STAT1-luciferase reporter, luminescence; 100% = IFN-gamma alone, no compound | 200,000 compounds, 2.6% hits | AID 932;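 active means activation above the screen-wide mean activation plus 3 SD, cut at about 130% in these data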;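 further: raw ratio to IFN-gamma control signal so 100% means no change and 0% no light; values of inactives mirror those of a sister screen read the other way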
STAT1 blocker = inhibitors of IFN-gamma induced STAT1 signaling; NIH 3T3 STAT1-luciferase reporter, luminescence; inhibition, % at 5.5 µM; AID 920; 200,000 compounds, 0.35% hits;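 active means inhibition above a set limit, the mean inhibition across all tested compounds plus 3 SD, cut at about 34% in these data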;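 further: 0% = IFN-gamma with DMSO and 100% = IFN-gamma with 300 µM nifuroxazide; values of inactives mirror those of a sister screen read the other way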
TLR4 MyD88 comp = inhibitors of human TLR4-MyD88 binding. O00206+Q99836. HeLa CL3-4 TLR4/MyD88 BLA complementation, FRET ratio. inhibition, % at 8.4 µM. 200,000 compounds, 0.18% hits. AID 861; in the data active means inhibition above about 25%;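 further: 0% = vehicle and 100% = reference inhibitor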
Target sequence (O00206 whole entry, looked up): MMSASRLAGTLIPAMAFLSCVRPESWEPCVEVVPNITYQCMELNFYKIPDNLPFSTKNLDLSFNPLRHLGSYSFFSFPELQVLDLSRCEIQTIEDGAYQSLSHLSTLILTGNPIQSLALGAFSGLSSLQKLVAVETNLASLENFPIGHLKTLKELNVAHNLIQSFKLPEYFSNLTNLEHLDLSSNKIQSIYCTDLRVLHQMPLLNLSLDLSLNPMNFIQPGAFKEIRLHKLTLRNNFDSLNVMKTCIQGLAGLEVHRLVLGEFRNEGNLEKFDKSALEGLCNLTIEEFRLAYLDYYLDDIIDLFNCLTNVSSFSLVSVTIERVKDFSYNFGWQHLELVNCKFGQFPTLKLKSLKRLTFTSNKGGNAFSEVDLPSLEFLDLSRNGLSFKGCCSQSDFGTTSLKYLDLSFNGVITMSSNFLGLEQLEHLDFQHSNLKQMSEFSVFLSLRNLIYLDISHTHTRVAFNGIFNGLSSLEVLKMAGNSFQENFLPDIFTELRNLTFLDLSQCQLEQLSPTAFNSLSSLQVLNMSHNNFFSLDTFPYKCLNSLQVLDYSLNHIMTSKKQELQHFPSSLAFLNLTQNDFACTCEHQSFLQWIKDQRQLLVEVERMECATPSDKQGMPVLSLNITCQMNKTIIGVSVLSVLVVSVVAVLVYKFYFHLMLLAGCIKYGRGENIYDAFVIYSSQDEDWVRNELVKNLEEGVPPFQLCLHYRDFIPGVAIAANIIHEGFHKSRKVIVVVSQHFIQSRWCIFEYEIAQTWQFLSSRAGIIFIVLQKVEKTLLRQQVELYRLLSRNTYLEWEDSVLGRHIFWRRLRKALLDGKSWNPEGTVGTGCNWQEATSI
Target sequence (Q99836 whole entry, looked up): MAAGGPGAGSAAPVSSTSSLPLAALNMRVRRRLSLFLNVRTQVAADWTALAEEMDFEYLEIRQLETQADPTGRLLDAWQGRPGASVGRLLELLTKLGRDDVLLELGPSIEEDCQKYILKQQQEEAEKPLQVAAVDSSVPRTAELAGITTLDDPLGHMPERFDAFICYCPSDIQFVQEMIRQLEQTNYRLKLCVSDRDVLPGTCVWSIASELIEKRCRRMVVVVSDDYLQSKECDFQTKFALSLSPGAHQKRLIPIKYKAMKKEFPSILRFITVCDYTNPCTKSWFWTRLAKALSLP
STAT3 blocker = STAT3 signaling inhibition. U3A cells, IL-6 STAT3-luciferase reporter, luminescence; host cell line lacks STAT1. inhibition, % at 5.5 µM. 190,000 compounds, 0.89% hits. AID 862;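 active means inhibition above the mean inhibition across all screened compounds plus 3 SD, cut at about 44% in these data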;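 further: 0% = DMSO only wells and 100% = 100 µM nifuroxazide control wells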
Efa HMGR inh = inhibitors of class II HMG-CoA reductase from Enterococcus faecalis; 190,000 compounds, 0.41% hits; AID 1066; inhibition, % at 10 µM; purified E. faecalis HMGR, NADPH absorbance 340 nm kinetic;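 active means inhibition above a set limit, the median over all tested compounds plus 3 SD, cut at about 9.5% in these data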;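 further: enzyme runs in reverse so mevalonate oxidation gives rising NADPH absorbance; 0% = complete reaction with DMSO and 100% = background rate lacking mevalonate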
APP 5'UTR act = APP 5'UTR luciferase reporter activation; SH-SY5Y APP 5'UTR luciferase reporter, luminescence; zero percent = DMSO vehicle wells; activation, % at 2 µM; 190,000 compounds, 1% hits; AID 1276;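 active means activation above a set limit, based on mean plus 3 SD of controls, cut at about 140% in these data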; further: values of inactives mirror those of a sister screen read the other way
Redox H2O2 prof = compounds producing H2O2 with reducing agent – biochemical, NIH compound library profiling, artefact control for MLSCN library redox annotation, primary screen | DTT-dependent redox cycling H2O2, phenol red/HRP absorbance; 100% = 100 µM peroxide control, 0% = buffer | activation, % at 10 µM | 200,000 compounds, 0.03% hits | AID 878;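 active means activation of at least 50% relative to the plate's high and low controls in the primary single-dose screen; inactive means activation below 50%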;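 further: compound incubated with DTT at 0.8 mM final as the reducing agent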
STAT3 activator = activators of IL-6 induced STAT3 signaling; AID 871; U3A cells, IL-6 STAT3-luciferase reporter, luminescence; 100% = signal with IL-6 EC80 alone; 190,000 compounds, 0.91% hits; activation (% of control), % at 5.6 µM;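 active means activation above the screen-wide mean of compound activation plus 3 SD, cut at about 130% in these data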;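 further: 0% = background luminescence of wells with medium and substrate only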
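Material: human U3A cells carrying STAT3-luciferase construct. Measured by: reporter luminescence signal. Timing: compound 1 h, then IL-6 6 h at 37 °C.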
NF-kB neuron act = compounds increasing NF-kB expression in human neuronal cells. NF-kB reporter expression; active compounds read high. fold change at 12.5 µM. 190,000 compounds, 1.6% hits; in the data active means fold change above about 3.3
* hit, by the source's call; / = no result given.

SMILES | Hsp70 act | STAT1 act | STAT1 blocker | TLR4 MyD88 comp | STAT3 blocker | Efa HMGR inh | APP 5'UTR act | Redox H2O2 prof | STAT3 activator | NF-kB neuron act
O=C1c2oc3ccccc3c(=O)c2C(c2cccc(O)c2)N1c1ccccn1 (configuration not stated) | -0.2 | 103 | -3 | 9 | 1 | -7 | 6 | -1.6 | 103 | 0.72
O=C(Nc1ccc(OC(F)(F)C(F)F)c(NC(=O)c2ccc(F)cc2)c1)c1ccc(F)cc1 | 0.2 | 104 | -5 | -5 | 6 | / | 2 | -3.8 | 99 | /
CN1CCN(C(=O)C2=C[C@H](c3coc4ccccc4c3=O)C[C@H](OCCCCO)O2)CC1 | 0.0 | 97 | 5 | 4 | / | -1 | -8 | 6.2 | / | 1.1
CCOC(=O)N1CCN(C(=O)CSc2nnc(C3COc4ccccc4O3)o2)CC1 (configuration not stated) | 0.0 | 93 | 8 | -9 | 10 | -5 | -5 | -0.8 | 99 | 1.2
O=C(c1cccc(S(=O)(=O)N2CCOCC2)c1)N(Cc1ccc(F)cc1)Cc1ccco1 | 0.0 | 98 | 1 | -2 | -29 | 1 | 1 | -0.8 | 134* | 0.81
COCCNC(=O)Cn1nc(C(F)(F)F)c(Br)c1C | -0.2 | 101 | -2 | -3 | 7 | 0 | -10 | 0.2 | 99 | 1.1
Cn1c(=O)c2c(nc(CN3CCOCC3)n2CCN2CCOCC2)n(C)c1=O | -0.2 | 99 | 3 | 13 | 4 | 0 | -3 | -2.4 | 102 | 1.1
CCC(C)NC(=O)[C@H](CSCc1ccccc1)N1Cc2ccccc2C1=O (some centres not stated) | 0.2 | 91 | 10 | 3 | -10 | -1 | -6 | 0.1 | 108 | 0.93
Cc1ccc(N2C(=O)CSC2c2ccccn2)cc1Cl (configuration not stated) | 0.0 | 100 | 0 | -15 | -7 | -5 | -5 | 0.4 | 110 | 1.3
Cc1ccc(/C=N/NC(=O)c2cccc(S(=O)(=O)Nc3ccccc3Cl)c2)s1 | 0.5 | 96 | 5 | 13 | 2 | -8 | -11 | -0.1 | 98 | 1.1
COc1cc(CCC(=O)OCC(=O)NC(=O)c2ccc(Cl)cc2)cc(OC)c1OC | -0.5 | 107 | -7 | 8 | 2 | -2 | -4 | -0.3 | 106 | 1.2
CCCCN1C(=O)/C(=C/C=C2\Oc3ccccc3N2CC)SC1=S | -0.4 | 98 | 1 | -4 | 6 | -3 | 1 | -0.2 | 99 | 0.97
Cc1nc2ccccc2nc1OCC(=O)Nc1ccc2ccccc2c1 | -0.1 | 97 | 3 | -1 | 2 | 2 | 8 | / | 98 | 1.4
CN(C(=O)c1ccccc1C(=O)OCC(=O)NC(=O)NC(C)(C)C)C1CCCCC1 | -0.1 | 106 | -8 | -6 | -7 | 2 | 3 | -1.0 | 109 | 0.86
Cc1cc(-c2nnc(SCC(=O)c3ccc4c(c3)OCCO4)o2)no1 | -0.3 | 100 | 0 | 4 | 20 | -3 | 8 | 0.4 | 84 | 1.1
C=CCNC(=O)COc1ccc(Oc2ccccc2)cc1 | -0.1 | 106 | -7 | -14 | -2 | -2 | 38 | -2.0 | 102 | 2.2
O=S(=O)(Cc1ccccc1)Nc1ccc(Br)cn1 | -0.2 | 100 | 1 | -14 | 4 | -2 | 9 | -1.0 | 105 | 1.3
COc1ccc(-c2nsc(SCC(=O)Nc3ccc4c(c3)OCO4)n2)cc1 | 0.2 | 97 | 3 | -17 | -3 | -5 | 68 | 0.1 | 100 | 1.4
N#C/C(=C/c1ccc(Oc2ccc([N+](=O)[O-])cn2)cc1)C(=O)N1CCOCC1 | -0.2 | 99 | 1 | 1 | -4 | -3 | -19 | -0.5 | 102 | 0.99
COCCNC(=O)c1ccccc1NC(=O)c1ccccc1N(C)S(=O)(=O)c1ccc(C)cc1 | -0.1 | 95 | 5 | 1 | 4 | 5 | -11 | -1.5 | 102 | 0.87
COc1ccc(/C=N/NC(=O)CN(C2=NS(=O)(=O)c3ccccc32)c2ccccc2)cc1OC | -0.1 | 100 | 0 | -13 | -14 | 2 | 5 | -0.2 | 110 | 1.2
COC(=O)C(C)(C)NC(=O)c1cccs1 | -0.1 | 103 | -3 | 2 | 1 | 0 | -38 | 1.2 | 102 | 0.8
Cc1ccc(OCC(=O)Nc2ccc([N+](=O)[O-])cc2)cc1 | -0.2 | 105 | -6 | -5 | 6 | -1 | -2 | 0.0 | 99 | 1
CN(C)c1ccc(C2N(c3ccc(F)cc3)C(=O)C3CCCN32)cc1 (configuration not stated) | -0.3 | 100 | 0 | 12 | 2 | -4 | -7 | -1.3 | 102 | 1.1

Taken from the entries so far, 3 compounds:
SMILES | Hsp70 act | STAT1 act | STAT1 blocker | TLR4 MyD88 comp | STAT3 blocker | Efa HMGR inh | APP 5'UTR act | Redox H2O2 prof | STAT3 activator | NF-kB neuron act
COC(=O)C(C)(C)NC(=O)c1cccs1 | -0.1 | 103 | -3 | 2 | 1 | 0 | -38 | 1.2 | 102 | 0.8
Cc1ccc(OCC(=O)Nc2ccc([N+](=O)[O-])cc2)cc1 | -0.2 | 105 | -6 | -5 | 6 | -1 | -2 | 0.0 | 99 | 1
CN(C)c1ccc(C2N(c3ccc(F)cc3)C(=O)C3CCCN32)cc1 (configuration not stated) | -0.3 | 100 | 0 | 12 | 2 | -4 | -7 | -1.3 | 102 | 1.1

Further results.
SMILES | Hsp70 act | STAT1 act | STAT1 blocker | TLR4 MyD88 comp | STAT3 blocker | Efa HMGR inh | APP 5'UTR act | Redox H2O2 prof | STAT3 activator | NF-kB neuron act
CC1(C)Cc2c(c(=S)nc(-c3ccccc3)n2CCOCCO)CO1 | -0.3 | 103 | -5 | -9 | 8 | 0 | -6 | -0.5 | 97 | 0.99
COc1ccc(CN(C)CC(=O)Nc2cc3oc4ccccc4c3cc2OC)c(OC)c1 | -0.3 | 101 | -1 | -1 | 4 | 1 | -6 | 1.3 | 99 | 0.82
CCCc1nc(Cl)c(C#N)c2c1CCCC2 | -0.2 | 102 | -3 | -13 | 0 | -1 | 18 | 0.0 | 99 | 0.74
COc1cccc2cc(C(=O)Nc3cccnc3N3CCOCC3)c(=O)oc12 | -0.2 | 92 | 9 | 3 | 1 | -8 | -1 | 3.1 | 103 | 0.42
CCOc1cc(/C=C/c2cc(C(=O)O)c3ccccc3n2)ccc1OC | -0.2 | 107 | -8 | -9 | -10 | -2 | 4 | -0.3 | 109 | 1.9
CCC(Oc1ccccc1)C(=O)Nc1ccccc1OC (configuration not stated) | -0.6 | 98 | 3 | 6 | 5 | -7 | 7 | 2.1 | 99 | 1.1
Cc1ccc(/C=N/NC(=S)NCCc2ccccc2)s1 | -0.1 | 104 | -6 | -4 | -1 | 1 | -8 | -2.0 | 107 | 1.3
CN1CCN(c2ccccc2NC(=O)c2cc(Br)ccc2Cl)CC1 | -0.4 | 100 | 1 | 0 | 8 | -1 | -3 | 0.5 | 97 | 0.94
Cc1ccc(CNc2ccc(N3CCOCC3)cc2)s1 | -0.1 | 145* | -49 | 4 | 0 | -4 | 84 | -0.4 | 103 | 3.2
COC(=O)c1c(NC(=O)Cc2cccs2)sc2c1CCC(C)C2 (configuration not stated) | -0.1 | 109 | -10 | 7 | 1 | -5 | 7 | -0.1 | 103 | 1.1
COCCn1c(/C=C/c2ccccc2)nc2ccccc21 | -0.1 | 146* | -54 | -1 | 18 | -1 | 109 | 0.0 | 88 | 3.9*
O=C(CSc1nc2c(c(=O)n1-c1ccc(Cl)cc1)SCC2)Nc1nccs1 | -0.3 | 93 | 6 | 3 | -3 | -5 | 3 | 0.1 | 108 | 1.1

Continued; the last 3 above are carried over.
SMILES | Hsp70 act | STAT1 act | STAT1 blocker | TLR4 MyD88 comp | STAT3 blocker | Efa HMGR inh | APP 5'UTR act | Redox H2O2 prof | STAT3 activator | NF-kB neuron act
COC(=O)c1c(NC(=O)Cc2cccs2)sc2c1CCC(C)C2 (configuration not stated) | -0.1 | 109 | -10 | 7 | 1 | -5 | 7 | -0.1 | 103 | 1.1
COCCn1c(/C=C/c2ccccc2)nc2ccccc21 | -0.1 | 146* | -54 | -1 | 18 | -1 | 109 | 0.0 | 88 | 3.9*
O=C(CSc1nc2c(c(=O)n1-c1ccc(Cl)cc1)SCC2)Nc1nccs1 | -0.3 | 93 | 6 | 3 | -3 | -5 | 3 | 0.1 | 108 | 1.1
O=C(Nc1ccc2c(c1)OCO2)c1cccc2c1C(=O)N(Cc1cccnc1)C2 | 0.0 | 101 | -3 | -5 | 18 | 0 | -3 | -0.8 | 89 | 0.98
Cc1ccc2c(c1)NC(=O)c1cc([N+](=O)[O-])ccc1O2 | -0.4 | 95 | 4 | -2 | 20 | -2 | -16 | -2.6 | 85 | 1.1
COc1ccc(-c2csc(N3CCN(C(=O)c4ccco4)CC3)n2)cc1 | -0.2 | 101 | -1 | -3 | -2 | 0 | 11 | -1.5 | 106 | 1.1
CN1CCCCCC1=Nc1ccccc1C#N | -0.4 | 108 | -9 | 3 | 9 | -11 | 6 | 3.7 | 97 | 1.3
NC(=O)C1CCN(Cc2nnnn2Cc2ccco2)CC1 | -0.1 | 101 | -2 | -13 | 4 | 0 | 24 | 0.6 | 102 | 1.1
CCOC(=O)C1CCN(C(=O)N(CC)CC)CC1 | 0.0 | 100 | 0 | -7 | 6 | -2 | 11 | 0.0 | 103 | 0.97
CNC(=O)c1nnsc1S(=O)c1ccc(Cl)cc1 (configuration not stated) | -0.1 | 89 | 11 | 7 | 24 | -1 | -86 | 0.5 | 86 | 1.2
COc1ccccc1NC(=O)N1c2ccc(F)cc2CCC1C (configuration not stated) | -0.1 | 96 | 4 | 2 | -8 | -10 | 27 | 0.5 | 109 | 0.8
COC1(NS(=O)(=O)c2ccc(Br)cc2)C(C)=CC(=O)C=C1C | 0.3 | 103 | -6 | 2 | -1 | 1 | -20 | -0.8 | 107 | 1.4
COc1ccc(-c2cc(C(F)(F)F)c(C#N)c(SCC(=O)O)n2)cc1 | 0.2 | 101 | -3 | 2 | -23 | 1 | 17 | 0.3 | 120 | 1.1
NNC(=O)c1ccc([N+](=O)[O-])c(CS(=O)(=O)c2ccc(Cl)cc2)c1 | 0.1 | 96 | 4 | 5 | 14 | 3 | 7 | -5.7 | 95 | 0.91
CC(NC(=O)CSc1nc(=O)cc(N)n1-c1ccccc1)c1ccccc1 (configuration not stated) | -0.5 | 94 | 6 | -2 | 17 | -4 | 10 | -0.2 | 87 | 1.1
CC1(C)CC(=O)C(c2c[nH]c3ccccc23)C(=O)C1 | 0.3 | 94 | 5 | -4 | -55 | 3 | 11 | -1.2 | 152* | 0.87
CS(=O)(=O)Nc1ccc2c(c1)C(=O)OC2 | -0.5 | 104 | -4 | 7 | 0 | -2 | 16 | 2.1 | 103 | 0.98
CCN=C1NN=C(c2c[nH]c3ccccc23)CS1 | 0.4 | 125 | -30 | 2 | 22 | -2 | 162* | -0.3 | 85 | /
COc1ccc(-n2c(Cc3cccn3C)nnc2SCC(=O)Nc2ccc(C)cc2C)cc1 | -0.2 | 92 | 9 | 5 | -6 | -5 | 34 | -1.0 | 105 | 1
